Screening results (PubChem BioAssay)
TPT1 inhibitor = blocks Candida albicans tRNA 2'-phosphotransferase. recombinant caTPT1, FP RNA substrate dephosphorylation. inhibition, % at 5 µM. actives 0.81% (n = 300,000). AID 1962;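 active = inhibition above the mean of all tested compounds plus 3 SD, set per screening campaign, cut at about 24% in these data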;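 also: plate controls were DMSO alone for no effect and ferristatin control at 100 nM for full effect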
PP1 counter = PP1-alpha (human) inhibition in PP5 counter-screen; actives 0.9% (n = 320,000); inhibition, % at 6.7 µM; P62136; purified PP1alpha, OMFP fluorescence;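 active = inhibition above the mean inhibition of all tested compounds plus 3 SD, computed separately for each screening campaign, cut at about 15% in these data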
Target sequence (P62136 whole entry, looked up): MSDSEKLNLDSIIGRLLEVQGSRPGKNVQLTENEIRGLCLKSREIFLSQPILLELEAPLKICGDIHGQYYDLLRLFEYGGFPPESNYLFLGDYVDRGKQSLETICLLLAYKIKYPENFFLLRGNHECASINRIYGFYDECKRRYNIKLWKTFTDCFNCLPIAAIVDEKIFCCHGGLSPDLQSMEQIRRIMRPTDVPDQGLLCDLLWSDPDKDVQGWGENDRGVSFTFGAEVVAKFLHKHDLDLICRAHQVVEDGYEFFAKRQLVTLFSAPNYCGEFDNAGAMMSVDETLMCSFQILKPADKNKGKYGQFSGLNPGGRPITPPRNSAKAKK
PREPL inh = inhibits the human prolyl oligopeptidase-like enzyme; inhibition, % at 5.96 µM; AID 2751; Q4J6C6; actives 0.68% (n = 320,000); recombinant PREPL, fluorescence polarization activity-based probe; in the data active = inhibition above about 43%;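 also: 0% = enzyme with DMSO and 100% = wells lacking enzyme; many of its hits are not listed in these tables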
Efflux pump inh = antifungal efflux pump inhibition, Nile Red retention. AID 485275. inhibition, % at 10 µM. S. cerevisiae Candida pump triplex. actives 0.44% (n = 330,000);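 active = plate passing quality check with inhibition over a set limit, or well fluorescence over plate mean plus 4 SD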;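 also: Nile Red retained in pooled yeast measured as flow cytometry median fluorescence; 0% = buffer negative control and 100% = Enniatin B positive control; higher means more Nile Red kept so more efflux inhibition; some compounds called inactive have numbers as strong as hits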
HCV core dimer = HCV core protein dimerization inhibition | actives 0.33% (n = 300,000) | TR-FRET GST/Flag-core106 dimerization, 1536-well | inhibition, % at 5 µM;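 active = inhibition above the mean of all tested compounds plus 3 SD, set per screening campaign, cut at about 45% in these data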
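test system = GST/Flag-tagged HCV core106 proteins | probe or stimulus = Eu donor and XL665 acceptor anti-tag antibodies | times = compound-protein-antibody incubation 4 h at 22.5 °C | signal = TR-FRET, excitation 340 nm, emission 617 and 671 nm | measure = percent inhibition of core106 dimerization signal | controls = wells lacking GST-core106 and wells with excess unlabelled core106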
PP5 primary = inhibitors of human protein phosphatase 5 (PP5). actives 0.18% (n = 320,000). inhibition, % at 6.7 µM. purified PP5c, OMFP substrate fluorescence. P53041;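 active = inhibition above the campaign's mean inhibition across all tested compounds plus 3 SD, cut at about 9.5% in these data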;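 also: 0% = DMSO only and 100% = 100 µM cantharidin control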
LYPLA2 inh = counter-screen for PME1 inhibitors: inhibitors of human LYPLA2; recombinant LYPLA2, FP-Rh probe fluorescence polarization; inhibition, % at 5.9 µM; actives 0.38% (n = 320,000); AID 2177; O95372;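 active = inhibition above the screen-wide mean plus 3 SD, limit set per campaign, cut at about 26% in these data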;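 also: 0% = LYPLA2 with DMSO and 100% = wells lacking LYPLA2 enzyme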
Target sequence (O95372 whole entry, looked up): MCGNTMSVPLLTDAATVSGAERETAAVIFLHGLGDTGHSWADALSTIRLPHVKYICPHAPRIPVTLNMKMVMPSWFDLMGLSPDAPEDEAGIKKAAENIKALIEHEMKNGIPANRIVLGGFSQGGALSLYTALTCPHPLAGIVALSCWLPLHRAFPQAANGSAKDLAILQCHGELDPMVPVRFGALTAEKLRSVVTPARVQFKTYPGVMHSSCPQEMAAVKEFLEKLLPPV
CTSL1 counter = blocks F. hepatica cathepsin L1 in PFM18AAP counter-screen | recombinant F. hepatica cathepsin L1, Z-Leu-Arg-MCA fluorescence | inhibition, % at 5.96 µM | actives 0.49% (n = 300,000) | AID 1906;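 active = inhibition above the mean of all tested compounds plus 3 SD, set per screening campaign, cut at about 17% in these data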;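 also: 0% = plate median of test compound wells and 100% = 1 µM Z-Phe-Ala-diazomethylketone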
GASC-1 inh = blocks human GASC-1 demethylase activity; inhibition, % at 2.35 µM; actives 0.069% (n = 330,000); Q9H3R0; GST-JMJD2C(1-420) H3K9me3 demethylation, DELFIA europium; AID 2099;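 active = more than half of a compound's replicate wells show inhibition beyond 50%, single wells judged on their own value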;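 also: signal counts dimethyl H3K9 product captured on neutravidin plate; 0% = median of DMSO wells and 100% = 0.3 times that DMSO median; strong numbers were not always called active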
Target sequence (Q9H3R0 1-420 limits assumed): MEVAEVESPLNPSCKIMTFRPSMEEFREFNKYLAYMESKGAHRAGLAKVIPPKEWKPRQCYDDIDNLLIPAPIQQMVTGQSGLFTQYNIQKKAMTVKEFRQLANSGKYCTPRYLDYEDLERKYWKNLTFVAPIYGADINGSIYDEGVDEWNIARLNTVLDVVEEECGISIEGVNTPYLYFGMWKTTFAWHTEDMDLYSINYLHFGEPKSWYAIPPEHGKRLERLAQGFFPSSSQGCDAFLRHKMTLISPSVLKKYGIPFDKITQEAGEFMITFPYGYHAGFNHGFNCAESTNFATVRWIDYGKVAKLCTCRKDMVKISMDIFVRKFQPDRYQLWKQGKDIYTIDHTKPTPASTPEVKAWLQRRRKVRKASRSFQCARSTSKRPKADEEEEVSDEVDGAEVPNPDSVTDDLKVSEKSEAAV
The depositor's hits bear a star.

For CC(C)c1nnc(SCC(=O)Nc2ccc3c(c2)OCCO3)n1C the results were TPT1 inhibitor -3.8, PP1 counter -4.0, PREPL inh 8.3, Efflux pump inh -0.2, HCV core dimer -14.5, PP5 primary 2.0, LYPLA2 inh -2.0, CTSL1 counter -0.8 and GASC-1 inh -2.5.
Screening CCOC(=O)C1CCN(C(=O)CCC(=O)NCCc2ccc(Cl)cc2)CC1 returned TPT1 inhibitor 0.1, PP1 counter -0.4, PREPL inh -5.2, Efflux pump inh 0.3, HCV core dimer -7.5, PP5 primary -0.3, LYPLA2 inh 1.5, CTSL1 counter 1.8 and GASC-1 inh 16.1.
Screening CCS(=O)(=O)c1ccc2oc(Nc3cc(C)cc(C)c3)nc2c1 returned TPT1 inhibitor -0.9, PP1 counter 0.8, PREPL inh 3.8, Efflux pump inh 0.0, HCV core dimer -1.0, PP5 primary 2.5, LYPLA2 inh -7.3, CTSL1 counter -1.2 and GASC-1 inh 4.8.
`CCn1c(O)c(C=C2N=c3ccccc3=N2)sc1=S` gave TPT1 inhibitor 9.1, PP1 counter -5.2, PREPL inh 5.0, Efflux pump inh 0.2, HCV core dimer 0.5, PP5 primary -0.7, LYPLA2 inh 4.4, CTSL1 counter 6.1 and GASC-1 inh -0.8.
Screening Cc1nn(-c2cccc(C(F)(F)F)c2)c(=O)c2noc(C)c12 returned TPT1 inhibitor 0.7, PP1 counter -3.8, PREPL inh 23.4, Efflux pump inh 0.1, HCV core dimer 2.0, PP5 primary 1.4, LYPLA2 inh 3.1 and CTSL1 counter -1.1.
`CCc1ccccc1NC(=O)c1cc2ncc(Br)cn2n1` gave TPT1 inhibitor -3.3, PP1 counter -2.3, PREPL inh 7.8, Efflux pump inh -0.1, HCV core dimer 8.5, PP5 primary -0.2, LYPLA2 inh -2.1, CTSL1 counter -0.1 and GASC-1 inh 3.4.
For COCCOC(=O)C1=C(C)N=C2SCCC(=O)N2C1c1cccs1 (configuration not stated) the results were TPT1 inhibitor 0.9, PP1 counter -2.9, PREPL inh 5.4, Efflux pump inh 0.0, HCV core dimer -3.0, PP5 primary 3.0, LYPLA2 inh -7.2, CTSL1 counter -0.9 and GASC-1 inh 1.0.
`O=C(C1COc2ccccc2O1)N1CCN(S(=O)(=O)c2ccccc2)CC1` (configuration not stated) gave TPT1 inhibitor 3.4, PP1 counter -10.9, PREPL inh 3.2, Efflux pump inh 0.4, HCV core dimer 7.0, PP5 primary -3.0, LYPLA2 inh -6.5, CTSL1 counter -3.7 and GASC-1 inh 4.8.
O=C(Nc1ccccc1)/C(=C/c1ccc([N+](=O)[O-])cc1)NC(=O)c1ccccc1 was read as TPT1 inhibitor 1.4, PP1 counter 4.5, PREPL inh -3.6, Efflux pump inh -0.1, HCV core dimer 9.0, PP5 primary -0.2, LYPLA2 inh -8.7, CTSL1 counter 2.6 and GASC-1 inh -0.6.
O=C(NCc1ccc2c(c1)OCO2)c1ccc(Cl)c(S(=O)(=O)N2CCOCC2)c1 was read as TPT1 inhibitor 4.0, PP1 counter -2.5, PREPL inh 14.5, Efflux pump inh 0.3, HCV core dimer -1.0, PP5 primary 2.2, LYPLA2 inh 3.8, CTSL1 counter 3.9 and GASC-1 inh -21.9.
`CNC(=S)N1CCn2cccc2C1c1cc(OC)c(OC)c(OC)c1` (configuration not stated) gave TPT1 inhibitor -0.2, PP1 counter -4.8, PREPL inh -6.0, Efflux pump inh -0.2, HCV core dimer 0.1, PP5 primary -2.0, LYPLA2 inh 6.9, CTSL1 counter 0.7 and GASC-1 inh -0.9.
C/C(=N\NC(=O)c1ccc(C)cc1)C1C(=O)c2ccccc2C1=O was read as TPT1 inhibitor -0.1, PP1 counter 1.6, PREPL inh 8.5, Efflux pump inh 0.0, HCV core dimer -13.6, PP5 primary 1.7, LYPLA2 inh 10.9, CTSL1 counter 8.5 and GASC-1 inh 0.2.
`CCC(=O)N1N=C(c2ccccc2)CC1c1ccccc1` (configuration not stated) gave TPT1 inhibitor -8.8, PP1 counter 0.0, PREPL inh -0.6, Efflux pump inh 0.0, HCV core dimer 0.8, PP5 primary -1.1, LYPLA2 inh -4.9, CTSL1 counter 2.2 and GASC-1 inh 27.6.
For COc1ccc(NC(=O)CN(C)C(=O)CSc2ccc(Br)cc2)cc1 the results were PP1 counter -2.9, PREPL inh -1.4, Efflux pump inh 0.1, PP5 primary -2.3, LYPLA2 inh 7.7 and GASC-1 inh -7.4.
For CC(=O)Nc1ccc(S(=O)(=O)Nc2ccc(Cc3ccncc3)cc2)cc1 the results were TPT1 inhibitor 1.0, PP1 counter 1.7, PREPL inh -1.2, Efflux pump inh 0.0, HCV core dimer -0.8, PP5 primary 1.2, LYPLA2 inh 9.0, CTSL1 counter 0.6 and GASC-1 inh 2.1.
Screening O=C(CCNS(=O)(=O)c1ccccc1)OCc1nc2ccsc2c(=O)[nH]1 returned TPT1 inhibitor -0.1, PP1 counter 0.3, PREPL inh 1.3, Efflux pump inh 0.0, HCV core dimer -2.3, PP5 primary -1.8, LYPLA2 inh 7.0, CTSL1 counter -14.2 and GASC-1 inh 0.9.
`Cc1cc2nc(/N=C(\N)NC(=O)C(C)C)nc(C)c2cc1C` gave TPT1 inhibitor 0.7, PP1 counter 4.0, PREPL inh 6.6, Efflux pump inh -0.2, HCV core dimer -2.7, PP5 primary 3.4, LYPLA2 inh -2.5, CTSL1 counter 11.7 and GASC-1 inh 3.1.
Screening O=C(O)CCCn1cc(NC(=O)COc2cccc(Cl)c2)cn1 returned TPT1 inhibitor -0.5, PP1 counter -2.4, PREPL inh 7.3, Efflux pump inh 0.1, HCV core dimer 3.5, PP5 primary -0.3, LYPLA2 inh 5.6, CTSL1 counter 6.9 and GASC-1 inh -413.8.
For CC1CC(=O)N(Cc2ccccc2)c2ccccc2N1C=O (configuration not stated) the results were TPT1 inhibitor 1.5, PP1 counter 2.5, PREPL inh 14.4, Efflux pump inh 0.1, HCV core dimer -0.6, PP5 primary 3.1, LYPLA2 inh 2.3, CTSL1 counter 0.7 and GASC-1 inh 2.0.
For O=C(Nc1ccc(Cl)cc1)C1CC=CCC1C(=O)OCC(F)(F)C(F)F (configuration not stated) the results were TPT1 inhibitor -1.8, PP1 counter 7.0, PREPL inh 4.1, Efflux pump inh 0.0, HCV core dimer 0.1, PP5 primary -2.2, LYPLA2 inh -3.0, CTSL1 counter -0.1 and GASC-1 inh -2.1.
`CCOC(=O)c1sc2ncn(/N=C/N(C)C)c(=O)c2c1C` gave TPT1 inhibitor 1.7, PP1 counter -3.8, PREPL inh -0.1, Efflux pump inh 0.0, HCV core dimer -2.7, PP5 primary -1.8, LYPLA2 inh 5.0, CTSL1 counter 0.7 and GASC-1 inh -3.8.
O=C(Nc1cc(C(F)(F)F)ccc1-n1cncn1)c1ccc(Br)cc1 was read as TPT1 inhibitor 0.5, PP1 counter 1.7, PREPL inh -7.5, Efflux pump inh -0.1, HCV core dimer 4.4, PP5 primary 0.1, LYPLA2 inh -2.6, CTSL1 counter 5.7 and GASC-1 inh -0.3.
COc1cccc(OC)c1C(=O)Nc1sc2c(c1C#N)CCC2 was read as TPT1 inhibitor 2.5, PP1 counter 0.0, PREPL inh 12.6, Efflux pump inh 0.3, HCV core dimer 8.1, PP5 primary 4.5, LYPLA2 inh -0.2, CTSL1 counter -3.2 and GASC-1 inh 0.3.
Screening CC(OC(=O)c1ccc(NS(=O)(=O)c2cccs2)cc1)C(=O)N(C)C1CCCCC1 (configuration not stated) returned TPT1 inhibitor 1.2, PP1 counter -2.3, PREPL inh 1.5, Efflux pump inh 0.1, HCV core dimer 10.7, PP5 primary 1.8, LYPLA2 inh -0.4, CTSL1 counter -0.1 and GASC-1 inh -0.4.
CC(C)C1(C)C(=O)N=C2c3ccccc3C(=O)N21 (configuration not stated) was read as TPT1 inhibitor -0.6, PP1 counter 1.3, PREPL inh -0.6, Efflux pump inh -0.1, HCV core dimer -0.1, PP5 primary 0.3, LYPLA2 inh 2.3, CTSL1 counter -5.3 and GASC-1 inh 20.6.
O=C(NCCCNCc1ccccc1)c1ccncc1 was read as TPT1 inhibitor -1.9, PP1 counter -4.9, PREPL inh -3.0, Efflux pump inh 0.0, HCV core dimer -1.4, PP5 primary -1.1, LYPLA2 inh -2.1, CTSL1 counter -1.1 and GASC-1 inh -0.3.
Screening CCCCCCc1cc2cc(S(=O)(=O)c3ccc(F)cc3)c(=O)oc2cc1O returned TPT1 inhibitor 16.5, PP1 counter 0.8, PREPL inh -4.5, Efflux pump inh 0.1, HCV core dimer 12.3, PP5 primary 2.8, LYPLA2 inh 2.1, CTSL1 counter 9.2 and GASC-1 inh -3.3.
`COc1cc(CN=Cc2c(O)n(Cc3ccccc3)c(=S)[nH]c2=O)cc(OC)c1` gave TPT1 inhibitor -6.5, PP1 counter 4.5, PREPL inh -5.1, Efflux pump inh -0.1, HCV core dimer 5.4, PP5 primary 0.4, LYPLA2 inh -3.5, CTSL1 counter 0.7 and GASC-1 inh -5.1.
`O=C(O)c1c(N2CCCCC2)ccc([N+](=O)[O-])c1N1CCCCC1` gave TPT1 inhibitor 1.6, PP1 counter -0.5, PREPL inh 17.1, Efflux pump inh 0.0, HCV core dimer -3.2, PP5 primary -0.3, LYPLA2 inh 1.0, CTSL1 counter 5.5 and GASC-1 inh 13.7.
Screening CCOC(=O)Nc1c2ccccc2nc2ccccc12 returned TPT1 inhibitor -4.3, PP1 counter -0.1, PREPL inh -7.0, Efflux pump inh 0.2, HCV core dimer -49.2, PP5 primary 2.8, LYPLA2 inh -1.4, CTSL1 counter -4.5 and GASC-1 inh -2.6.
For Cc1ccc(S(=O)(=O)N[C@@H](Cc2ccccc2)C(=O)N2CCC[C@@H]2C(=O)O)cc1 the results were TPT1 inhibitor -6.2, PP1 counter -1.5, PREPL inh 6.4, Efflux pump inh -0.1, HCV core dimer 0.6, PP5 primary -0.5, LYPLA2 inh 0.1, CTSL1 counter -3.6 and GASC-1 inh 1.9.
For CCCCCCC#Cc1ccc2c(c1)COc1c3ccccc3nn1-2 the results were TPT1 inhibitor 0.3, PP1 counter -1.0, PREPL inh 12.6, Efflux pump inh 0.6, HCV core dimer -6.3, PP5 primary 0.1, LYPLA2 inh -11.3, CTSL1 counter 3.3 and GASC-1 inh 44.6.
Screening N#C/C(=C\c1cccc(OCC(=O)O)c1)c1nc2ccccc2[nH]1 returned TPT1 inhibitor 2.1, PP1 counter 1.9, PREPL inh 42.8, Efflux pump inh -0.2, HCV core dimer -0.1, PP5 primary 1.8, LYPLA2 inh -4.7, CTSL1 counter 3.8 and GASC-1 inh -5.2.
`COc1ccc2nc(Cl)c(/C=N/Nc3ccccn3)cc2c1` gave TPT1 inhibitor -2.3, PP1 counter 15.9*, PREPL inh 11.1, Efflux pump inh 0.0, HCV core dimer -0.7, PP5 primary -1.6, LYPLA2 inh 10.6, CTSL1 counter 1.1 and GASC-1 inh -8.2.
Screening O=C(NC1CCCCCCC1)NC1CCCCC1 returned TPT1 inhibitor -0.9, PP1 counter 3.4, PREPL inh 17.1, Efflux pump inh 1.0*, HCV core dimer 4.7, PP5 primary -0.1, LYPLA2 inh -1.2, CTSL1 counter -8.8 and GASC-1 inh 9.7.

An excerpt (hit frequency here may not be typical).
